TRHR ag: activates the human TRH receptor. P34981. TRHR cells, calcium flux fluo-8, FDSS agonist mode. activation, % at 2 µM. actives 0.18% (n = 360,000). AID 493084; in the data active = activation above about 30%; also: 0% is about no effect
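TRHR-expressing cells, plated overnight in medium with 10% serum, were loaded with fluo-8 calcium dye at room temperature. After a 10 s baseline, library compound was pin-added and calcium release was recorded kinetically (ex 480/em 530) as agonist response.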
D2 antagonist: antagonists of human D2 dopamine receptor; inhibition, % at 10 µM; P14416; actives 2% (n = 340,000); HEK293 TREx D2 cells, calcium flux, dopamine EC80; in the data active = inhibition above about 30%; also: 0% is about no effect
Target sequence (P14416 whole entry, looked up): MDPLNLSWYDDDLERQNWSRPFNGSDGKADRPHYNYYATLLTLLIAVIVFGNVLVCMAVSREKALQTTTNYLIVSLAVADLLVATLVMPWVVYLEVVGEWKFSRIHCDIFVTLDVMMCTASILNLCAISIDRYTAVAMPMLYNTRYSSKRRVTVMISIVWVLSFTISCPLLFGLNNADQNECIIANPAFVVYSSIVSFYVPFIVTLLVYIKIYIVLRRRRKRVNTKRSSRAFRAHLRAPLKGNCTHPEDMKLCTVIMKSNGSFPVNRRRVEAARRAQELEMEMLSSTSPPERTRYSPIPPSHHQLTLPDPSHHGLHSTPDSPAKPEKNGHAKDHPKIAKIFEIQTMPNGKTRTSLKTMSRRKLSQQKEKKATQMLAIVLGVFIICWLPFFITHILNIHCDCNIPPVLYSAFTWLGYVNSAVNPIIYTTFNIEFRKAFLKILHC
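Read-out: kinetic calcium fluorescence (1 cycle/s) in inducible HEK293 T-REx D2 cells after an EC80 dopamine addition that followed 180 s compound preincubation. Loss of the dopamine response indicates antagonism.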
USP1 inh: blocks the human USP1/UAF1 deubiquitinase complex; AID 743255; O94782; actives 0.23% (n = 390,000); Potency, µM (doses to about 57.1 µM), without a hit: at the highest dose activity change, negative = inhibition, usual class: inhibitors; recombinant USP1/UAF1, Ub-Rhodamine cleavage fluorescence; also: potency is read from the fitted curve at half-maximal effect; % is scaled to controls: 0 for no effect and ±100 for the full control effect; nearly all actives have a fitted effect of over 60% in size; inactives centre near -12
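High-throughput fluorogenic screen: 1nM USP1/UAF1 complex, Ub-Rho substrate 150nM final, 50mM HEPES pH 7.8 with 0.5mM EDTA, 0.1 mg/ml BSA, 1mM TCEP and 0.01% Tween-20.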
TrxR1 inh: blocks rat thioredoxin reductase 1. O89049. Potency, µM (doses to about 114 µM), for inactives: at the highest dose activity change, negative = inhibition, usual class: inhibitors. recombinant rTrxR1, NADPH fluorescence consumption, selenite substrate. actives 1% (n = 390,000); also: potency is read from the fitted curve at half-maximal effect; % is scaled to controls: 0 for no effect and ±100 for the full control effect; nearly all actives have a fitted effect of over 65% in size
Target sequence (O89049 whole entry, looked up): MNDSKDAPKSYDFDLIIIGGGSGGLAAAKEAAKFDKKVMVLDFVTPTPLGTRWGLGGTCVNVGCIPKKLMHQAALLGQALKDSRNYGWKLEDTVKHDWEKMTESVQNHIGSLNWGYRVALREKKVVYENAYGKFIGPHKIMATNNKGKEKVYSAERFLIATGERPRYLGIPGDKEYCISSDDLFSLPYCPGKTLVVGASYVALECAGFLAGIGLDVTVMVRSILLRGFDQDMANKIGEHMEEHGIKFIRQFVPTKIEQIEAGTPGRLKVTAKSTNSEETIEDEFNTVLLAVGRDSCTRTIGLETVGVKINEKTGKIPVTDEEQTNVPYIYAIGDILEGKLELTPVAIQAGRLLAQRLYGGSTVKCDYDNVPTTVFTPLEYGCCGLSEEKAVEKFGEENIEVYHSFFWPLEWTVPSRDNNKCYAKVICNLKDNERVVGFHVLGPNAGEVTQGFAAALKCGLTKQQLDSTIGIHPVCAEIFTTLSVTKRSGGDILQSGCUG
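Rat TrxR1 (90 nM in the dispensed reagent) was pre-reduced with 400 uM NADPH for 5 min at room temperature, then incubated with compound for 15 min. After 400 uM selenite was added, NADPH fluorescence (Ex 340/Em 450 nm) was followed for 8 min.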
IDH1 R132H inh: blocks human mutant IDH1 R132H enzyme. O75874. IDH1-R132H enzyme, NADPH consumption, diaphorase/resazurin fluorescence. Potency, µM (top dose mostly 76.6 µM), without a hit: at the highest dose activity change, negative = inhibition, hits mostly inhibitors. actives 0.093% (n = 390,000); also: potency is read from the fitted curve at half-maximal effect; % is scaled to controls: 0 for no effect and ±100 for the full control effect; nearly all actives have a fitted effect of over 65% in size
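IDH1-R132H (0.5 ug/mL dispensed) in pH 7.5 Tris buffer was preincubated 30 min with compound, then given a substrate mix of 0.016 mM NADPH and 2 mM alpha-KG for 80 min at room temperature; remaining NADPH was read by diaphorase/resazurin fluorescence.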
TrxR1 substrate: is turned over as a substrate by rat TrxR1; O89049; AID 588456; purified TrxR1 substrate turnover, NADPH consumption readout; Potency, µM (titrated, usually from 114 µM), for inactives: at the highest dose activity change, negative = substrate turnover; actives 0.01% (n = 390,000); also: potency is read from the fitted curve at half-maximal effect; % is scaled to controls: 0 for no effect and ±100 for the full control effect; nearly all actives have a fitted effect of over 50% in size
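Rat TrxR1, dispensed at 90 nM, was prereduced with 400 uM NADPH (final) for 5 min at ~22 deg C, then incubated with compound 15 min before 400 uM selenite. A first-read NADPH fluorescence drop versus no-compound background flagged substrates.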
Pin1 inh: blocks the human prolyl isomerase Pin1. Pin1 FP peptide displacement, HiFluor488, 10 min. actives 0.009% (n = 390,000). Potency, µM (top dose mostly 115 µM), inactives show top-dose activity, negative = inhibition, actives largely listed as inhibitors. AID 504891; active = well fitted inhibition curve with a large enough effect in the polarisation, with a control signal flat, not every such curve was filed as active; inconclusive = small, poorly fitted or top-dose-only effect, or effect the other way, or a change in a side signal; inactive = no such curve, though single readings can be large or run the other way; the % refers to the polarisation; also: potency is read from the fitted curve at half-maximal effect; % is scaled to controls: 0 for no effect and ±100 for the full control effect
Target sequence (Q13526 whole entry, looked up): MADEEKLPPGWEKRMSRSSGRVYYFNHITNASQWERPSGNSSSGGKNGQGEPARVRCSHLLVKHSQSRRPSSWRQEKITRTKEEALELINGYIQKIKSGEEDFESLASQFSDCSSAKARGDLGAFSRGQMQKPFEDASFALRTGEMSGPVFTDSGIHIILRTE
D2 agonist: agonists of human D2 dopamine receptor; activation, % at 2 µM; AID 485358; actives 0.53% (n = 340,000); P14416; HEK293 T-REx D2 cells, calcium flux agonist mode;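 active = activation over 3 SD above normal in the single-dose calcium agonist read, cut at about 30% in these data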; also: 0% is about no effect
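Tetracycline-induced HEK293 Trex cells with D2 receptor force-coupled to calcium signaling, plated overnight at 30 C and loaded with no-wash calcium dye. Calcium flux read kinetically for 180 s after compound addition; responses flag agonists.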
TRHR PAM: TRH receptor (human) allosteric enhancement; actives 0.66% (n = 360,000); P34981; TRHR cells, fluo-8 calcium fluorescence, EC20 TRH enhancement; enhancement, % at 2 µM; in the data active = enhancement above about 30%; also: 0% is about no effect
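Enhancer read-out: after compound pinning and an initial kinetic agonist-mode read, an EC20 of TRH (10 nM final) was injected and fluo-8 calcium signal (Ex 480/Em 530) followed at 1 s/cycle for 100 cycles in TRHR-expressing cells.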
Starred values were filed as active, the others as inactive; u = inconclusive; x = no result given; & = joins results of further samples; [ ] = another dose, or the depositor's remark. Unless noted, calls follow the shape of the dose curve; as a rule, active = well fitted inhibition curve with a large enough effect; inconclusive = small, poorly fitted or top-dose-only effect; inactive = no such curve, though single readings can be large or run the other way.

molecule	TRHR ag	D2 antagonist	USP1 inh	TrxR1 inh	IDH1 R132H inh	TrxR1 substrate	Pin1 inh	D2 agonist	TRHR PAM
Cc1ccc(C(CNS(=O)(=O)c2ccc(Cl)cc2)N2CCN(C)CC2)cc1 (configuration not stated)	0.7	-2	-20%	0%	5%	1%	-1%	0.9	0
CC1CCCC(C)N1C(=O)COC(=O)Cc1c[nH]c2ccccc12 (configuration not stated)	0.5	4	-1%	12%	2%	-1%	-6%	0.1	3
COc1ccccc1N1CCN(C(=S)Nc2ccc3nc(N4CCOCC4)cc(C)c3c2)CC1	-0.4	1	-19%	13%[57.1 µM]	-1%	4%[57.1 µM]	-4%	0.8	7
Cc1ccnc(SCc2nc3ccccc3s2)n1	-0.5	-3	-14%	-11%	1%	-4%	9%	-0.9	11
CCOc1ccc(-c2cc(N3C(=O)Nc4ccccc4N3O)on2)cc1	-0.1	9	-11%	2%	-1%	4%	5%	-1.2	0
c1ccc2c(c1)nc1n2CCS1	0.5	17	-16%	33%[57.1 µM]	12%	21%[57.1 µM]	-11%	-0.2	1
S=C(Nc1cccc(Cl)c1)N(CCCN1CCCC1)Cc1cccn1Cc1ccc(Cl)cc1	0.7	x	-13%	10%	1%	-3%	1%	x	0
NC(=O)Cn1nnc(-c2ccccc2NC(=O)c2cnccn2)n1	0.6	-4	-9%	14%	3%	5%	-1%	0.4	-8
CCN1CCN(C(=O)c2cc3cc(F)ccc3[nH]2)CC1	0.6	-18	-2%	13%	7%	10%[57.1 µM]	3%	-0.4	3
Cc1ccc(S(=O)(=O)N2[C@@H](c3ccc(C#N)cc3)C(C(=O)O)=C[C@H]2CC2CCCC2)cc1	x	x	-21%	-3%	-8%	4%	2%	x	x
CC(C)Oc1ccc(CNC(=O)c2ccc(CS(=O)c3cccc(Cl)c3)o2)cc1 (configuration not stated)	-1.1	x	8%	6%	-12%	-6%	-5%	-1.2	-3
Cn1c(N)c(C(c2ccccc2)c2c(N)n(C)c(=O)n(C)c2=O)c(=O)n(C)c1=O	-0.5	1	-15%	-11%	2%	-11%	0%	-0.6	2
COC(=O)c1ccc(NC(=O)c2ccc3nsnc3c2)cc1	0.2	25	u	-5%	5%	-1%	5%	-0.6	1
COC(=O)C1=C(Nc2ccc(OC)cc2)C=C(C)C(C(=O)OC)C1c1ccc(C)cc1 (configuration not stated)	0.9	-2	-16%	5%	-1%	-3%	-4%	0.9	-20
CNC(=S)N1C2CCCC1CC(NC(=O)c1ccc(F)cc1)C2 (configuration not stated)	0.2	-4	-8%	9%	4%	10%	1%	-0.1	1
CCN(CC)CCCN(Cc1cc2cc3c(cc2[nH]c1=O)OCO3)C(=S)NC	1.1	25	6%	u	-10%	9%	1%	0.1	0
Cc1cccc(N2CCN(C(=O)NCc3ccc(F)cc3)CC2)c1C	-1.6	13	-20%	20%[57.1 µM]	4%	14%[57.1 µM]	-4%	-1.4	-5
Cc1nc(-c2ccc(Cl)cc2)sc1C1(C)CC(c2ccncc2)=NO1 (configuration not stated)	x	x	-20%	5%	-1%[38.3 µM]	-4%	-1%	x	x
O=C(O)/C=C/C(=O)Nc1ccc(N2CCOCC2)nc1N1CCOCC1	0.6	1	-22%	16µM*	0%	-4%	u	1.9	2
O=C(Oc1ccccc1)N1CCCC1	-0.4	20	5%	13%	6%	0%	-7%	0.3	-4
COc1ccc(CCNC(=O)COC(=O)c2cc3ccccc3oc2=O)cc1OC	x	x	-3%	6%	-9%	-1%	8%	x	x
C/C=C(/C)C(=O)O[C@@H]1c2c(ccc3ccc(=O)oc23)O[C@@H]1C(C)(C)OC(=O)/C(C)=C\C	0.5	5	-23%	12%	4%	13%	11%	0.4	-2
COc1cccc(CN(C)C(=O)c2ccc3c(=O)n4c(nc3c2)CCC4)c1	-0.1	-2	-1%	-4%	8%	-4%	-4%	0.0	4
C=CCNC(=S)NC(CC(=O)OC)c1ccc2c(c1)OCO2 (configuration not stated)	0.4	3	-25%	22%	-3%	6%	0%	-0.3	1
CC(C)NC(=O)C(c1ccccc1)N1Cc2ccccc2C1=O (configuration not stated)	1.1	x	-18%	-2%	0%	-10%	0%	1.4	10

3 of the entries above in order of their number in TrxR1 inh, high to low:
smiles	TRHR ag	D2 antagonist	USP1 inh	TrxR1 inh	IDH1 R132H inh	TrxR1 substrate	Pin1 inh	TRHR PAM
O=C(Oc1ccccc1)N1CCCC1	-0.4	20	5%	13%	6%	0%	-7%	-4
CC(C)Oc1ccc(CNC(=O)c2ccc(CS(=O)c3cccc(Cl)c3)o2)cc1 (configuration not stated)	-1.1	x	8%	6%	-12%	-6%	-5%	-3
COC(=O)C1=C(Nc2ccc(OC)cc2)C=C(C)C(C(=O)OC)C1c1ccc(C)cc1 (configuration not stated)	0.9	-2	-16%	5%	-1%	-3%	-4%	-20

Continuation:
molecule	TRHR ag	D2 antagonist	USP1 inh	TrxR1 inh	IDH1 R132H inh	TrxR1 substrate	Pin1 inh	D2 agonist	TRHR PAM
COc1ccc(Cl)cc1NC(=O)CSc1nc(=O)n(CCN(C)C)c2c1CCCC2	0.4	-1	-5%	4%	-1%	-7%	-1%	0.4	-1
CCCc1c(OCCCCc2nn[nH]n2)ccc(C(C)=O)c1O	-0.5&0.0	-5&12	-17%	10%	-16%	-5%	-2%	-0.5&-1.0	0&3
COCCNC(=O)C(c1cccs1)N(Cc1cccs1)C(=O)Cn1nnc2ccccc21 (configuration not stated)	-0.6	9	-10%	-4%	3%	-9%	32%[activator]	0.0	14
Cc1cc2nccc(-c3ccccn3)n2n1	0.3	2	1%	12%[57.1 µM]	-6%	-15%	-10%	1.2	10
Cc1c(C(=O)N2CCCCC2)c(S(=O)(=O)N2CCC(C)CC2)c(C)n1C	0.1	1	-18%	18%	-9%	2%	4%	-0.7	0
O=C1c2c(O)cc(O)cc2O[C@H](c2ccc(O)c(O)c2)[C@@H]1O	-0.4	-11	x	x	x	x	x	-1.3	3
O=C(Cc1ccc(F)cc1)Nc1ccccc1N1CCCC1	0.4	-12	-11%	-9%	7%	-2%	1%	0.1	12
CC(C)CC1c2[nH]c3ccccc3c2CCN1C(=O)c1cnccn1 (configuration not stated)	-0.6	9	-7%	-6%	0%	3%	7%	0.9	-2
CCNC(=S)NNc1nncc2ccccc12	0.0	-9	6%	17%[57.1 µM]	-3%	-3%	3%	0.4	6
CC(C)(C)OC(=O)N1CCC(C(=O)Nc2cccc(C(=O)NCc3ccccc3)c2)CC1	x	x	-29%	5%	-3%	-1%	1%	x	x
CS(=O)(=O)NCCNc1ccc(Cl)cc1[N+](=O)[O-]	-0.1	-9	-23%	-8%	-3%	-10%	7%	-0.8	-3
Cc1nc(-c2ccccc2)cn2c1nc1ccccc12	-1.6	0	-25%	-2%	11%	138%[activator]	13%	-1.1	6
CC(=O)Nc1ccc(S(=O)(=O)NNC(=O)c2ccc([N+](=O)[O-])cc2)cc1	0.1	-1	-17%	16%	-3%	0%	-1%	0.0	-1
COc1ccc(-n2c(N3CCN(C)CC3)nc3sc4c(c3c2=O)CCCCC4)cc1	0.0	-5	-3%	12%	-4%	2%	u	0.0	4
CCOC(=O)C(NC(C)=O)(Nc1ccc(S(=O)(=O)Nc2cc(C)nc(C)n2)cc1)C(F)(F)F (configuration not stated)	0.2	-12	-8%	-18%	6%	-14%	-2%	2.2	6
CCC(Sc1nc2cc3c(cc2c(=O)n1Cc1ccco1)OCO3)C(=O)Nc1cccc(OC)c1 (configuration not stated)	0.6	6	-14%	-17%	6%	1%	16%	0.8	-4
CC(C)(C)c1ccc(CN(Cc2ccco2)c2cnc(S(C)(=O)=O)nc2C(=O)Nc2ccc(F)cc2)cc1	2.8	x	-10%	-22%	15%	-11%	8%	x	-2
CC1CC(NC(=O)c2ncn[nH]2)CC(C)(C)C1 (configuration not stated)	-0.5	-8	-31%	22%	6%	11%	-2%	-1.5	-3
COc1ccc(S(=O)(=O)N(CC(=O)Nc2ccc(OC)cc2OC)c2ccc(Cl)cc2)cc1	0.2	x	-28%	19%	12%	7%	20%	0.7	2
Cn1cc(Br)c(C(=O)n2cc(Br)cn2)n1	0.2	-11	-23%	-10%[57.1 µM]	-3%	9%[57.1 µM]	-7%	0.1	4
CCN=C1NN=C(c2ccc(C)cc2)CS1	0.1	-18	-24%	14%	-12%	-3%	u	0.4	3
CCc1ccc(NC(=O)CSC2=Nc3ccccc3C3=NC(CC(=O)NC4CCCCC4)C(=O)N23)cc1 (configuration not stated)	0.0	x	-11%	13%[57.1 µM]	12%	-3%[57.1 µM]	4%	0.4	-1
CN1C(C(=O)NCC2CC2)CC2Cn3c(nc4ccccc43)C21 (configuration not stated)	0.2	7	-13%	-2%	-4%	-5%	-6%	0.4	0
O=C1c2ccccc2C(=O)N1Cc1nc2ccccc2c(=O)n1Cc1ccco1	-0.1	7	-5%	-22%	-3%	-7%	6%	0.6	6
COc1ccc(OC)c(/C=N/NC(=O)CCc2n[nH]c(=O)[nH]c2=O)c1	0.1	0	-6%	-22%	-12%	87%[activator]	7%	-0.6	0

Carrying on.
molecule	TRHR ag	D2 antagonist	USP1 inh	TrxR1 inh	IDH1 R132H inh	TrxR1 substrate	Pin1 inh	D2 agonist	TRHR PAM
O=C1c2cccc(Cl)c2C(=O)N1c1ccccn1	x	x	-16%	-11%[57.1 µM]	11%	-13%[57.1 µM]	-5%	x	x
CN(C(=O)c1cccc(NC(=O)Cc2ccc(NC(=O)C3CCN(C(=O)c4ccccc4)CC3)cc2)c1)C1CC1	x	x	u	0%	2%	-1%	1%	x	x
COc1ccc(Cl)cc1NC(=O)CN(C)C(=O)Cn1c(=O)oc2ccccc21	-0.5	-7	-3%	5%	4%	-2%	0%	0.2	2
CCOC(=O)C/C(C)=N/NC(=O)Nc1ccccc1	-0.7	-13	-22%	13%	2%	-3%	-6%	0.8	-3

Some of the compounds tested; rates above refer to the full screens.
